phage Ecoli inh: E. coli growth loss with phage present | growth absorbance | inhibition, % at 11.9 µM | actives 0.26% (n = 360,000); in the data active = inhibition above about 11%
PfHsp90 yeast 2: inhibits growth of yeast expressing Plasmodium falciparum Hsp90; inhibition, % at 9.4 µM; S. cerevisiae expressing PfHsp90, BacTiter-Glo ATP, 48 h; yeast lacking PDR1 and PDR3 efflux regulators; actives 0.32% (n = 310,000);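 active = every replicate shows inhibition above about 80%, whatever the replicate mean, limit read from the data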;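 also: 0% = DMSO neutral controls and 100% = 20 µM radicicol positive controls; yeast relying on Plasmodium falciparum Hsp90 in place of its own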
AddAB inh: less growth of phage-infected E. coli with AddAB; E. coli expressing H. pylori AddAB, absorbance growth; inhibition, % at 11.9 µM; actives 0.29% (n = 330,000); AID 435030; in the data active = inhibition above about 12%;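 also: 0% = vehicle wells of infected cells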
Tat transport: E. coli Tat transport inhibition | E. coli MC4100 TorA-mCherry Tat export, fluorescence | inhibition, % at 10 µM | actives 0.036% (n = 340,000);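 active = mean replicate inhibition at least 50% and at least half of replicates individually reaching 50%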;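 also: exported cargo escapes ClpAP degradation while cytoplasmic cargo is degraded and loses fluorescence; 0% = median of neutral control wells and 100% = median of NaSCN control wells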
PKA-R1A act: PKA-R1A complex activation; actives 0.083% (n = 340,000); activation, % at 11.4 µM; P00514+P68181; AID 504707; PKA-R1A dissociation, Cy5-IP20 fluorescence polarization; scaled: DMSO 0%, 113 µM cGMP 100%;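 active = percent activation above the mean of all tested compounds plus 3 SD, cut at about 19% in these data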;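 also: higher means more PKAc released from R1A so a rise in polarization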
MOR-DOR inv ag: mu-delta opioid heterodimer inverse agonism; AID 504357; inhibition, % at 9.3 µM; P35372+P41143; actives 0.21% (n = 340,000); cell-based MOR-DOR heterodimer luminescence; in the data active = inhibition above about 22%, passing the limit was not always enough;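 also: 0% = cells with DMSO and 100% = wells without cells with DMSO; values of inactives mirror those of a sister screen read the other way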
Mot1-301 SUMO: inhibitors of SUMOylation pathway: yeast Mot1-301 growth rescue | S. cerevisiae Mot1-301 growth rescue, ATP luminescence, 38.5C; percent above DMSO median, 100 means doubled | growth rescue, % at 18.8 µM | actives 1% (n = 320,000);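 active = every valid replicate shows activation above 250% relative to neutral control wells; inactive = the rest, any valid replicate at or below 250%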;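 also: OY570 slx delta 5 strain wells were the positive control but not used for scaling; some compounds called inactive have numbers as strong as hits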
Ecoli viability: bacterial growth inhibition, counter-screen for AddAB inhibitors | AID 449728 | actives 0.27% (n = 330,000) | E. coli V3065 growth, OD600 absorbance, 18 h | inhibition, % at 11.9 µM;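 active = inhibition above the campaign's mean inhibition across all tested compounds plus 3 SD, cut at about 9.9% in these data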;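 also: uninfected addAB+ strain grown without phage in ampicillin broth; 0% = DMSO wells and 100% = ciprofloxacin 0.95 µg/ml wells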
OPRM1-OPRD1 ag: OPRM1-OPRD1 heterodimerization agonism. P35372+P41143. actives 0.3% (n = 340,000). AID 504326. cells, luminescence. activation, % at 9.3 µM; in the data active = activation above about 18%;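 also: 0% = vehicle-treated cells and 100% = reference agonist; values of inactives mirror those of a sister screen read the other way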
HTR5A inv ag: counter-screen for OPRM1-OPRD1 inverse agonists: human HTR5A inverse agonism | P47898 | HTR5A cell line, luminescence | inhibition, % at 9.3 µM | actives 0.083% (n = 340,000); in the data active = inhibition mostly above about 23%, no sharp cut-off; inactive = mostly below about 18%;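 also: 0% = cells with DMSO and 100% = no-cell wells with DMSO; some compounds called inactive have numbers as strong as hits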
Target sequence (P47898 whole entry, looked up): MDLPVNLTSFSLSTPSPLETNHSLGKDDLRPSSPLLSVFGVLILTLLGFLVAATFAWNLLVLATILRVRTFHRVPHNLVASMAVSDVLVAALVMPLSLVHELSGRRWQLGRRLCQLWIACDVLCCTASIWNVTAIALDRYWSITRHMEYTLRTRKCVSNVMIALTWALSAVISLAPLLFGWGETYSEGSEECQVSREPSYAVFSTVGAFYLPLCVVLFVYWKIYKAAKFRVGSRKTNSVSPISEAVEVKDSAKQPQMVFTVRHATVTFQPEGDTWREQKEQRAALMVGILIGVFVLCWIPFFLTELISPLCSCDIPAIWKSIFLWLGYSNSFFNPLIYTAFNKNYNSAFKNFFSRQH
PKA-R2B activ: activates the human PKA-R2B holoenzyme complex; PKA-R2B holoenzyme dissociation, Cy5-IP20 fluorescence polarization; R2B truncated from residue 108, S112A mutant; 0% DMSO only, 100% 113 µM cGMP; activation, % at 11.4 µM; actives 0.079% (n = 340,000); AID 504700;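 active = activation above a cutoff set at the mean over all compounds plus 3 SD, cut at about 18% in these data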;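 also: higher means more holoenzyme dissociation and a rise in polarization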
Target sequence (P31323 whole entry, looked up, other chains not shown, the tested form may be a part): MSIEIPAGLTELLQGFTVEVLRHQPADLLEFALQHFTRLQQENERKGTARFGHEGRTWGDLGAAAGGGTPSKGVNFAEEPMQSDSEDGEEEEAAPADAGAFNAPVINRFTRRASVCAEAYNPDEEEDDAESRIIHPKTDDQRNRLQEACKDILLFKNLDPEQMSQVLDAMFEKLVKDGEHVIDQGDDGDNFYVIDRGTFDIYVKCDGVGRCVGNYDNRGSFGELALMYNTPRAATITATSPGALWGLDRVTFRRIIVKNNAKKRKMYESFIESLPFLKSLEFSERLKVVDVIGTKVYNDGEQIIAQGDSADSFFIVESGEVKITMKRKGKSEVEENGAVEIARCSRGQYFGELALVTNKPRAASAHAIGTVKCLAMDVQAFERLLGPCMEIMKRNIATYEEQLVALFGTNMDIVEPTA
The depositor's hits bear a star; x = not tested or not shown.

SMILES | phage Ecoli inh | PfHsp90 yeast 2 | AddAB inh | Tat transport | PKA-R1A act | MOR-DOR inv ag | Mot1-301 SUMO | Ecoli viability | OPRM1-OPRD1 ag | HTR5A inv ag | PKA-R2B activ
Cc1ccc(Nc2c3c(nc4ncnn24)CC(C)CC3)cc1 (centres undefined) | 2.4 | -11.0 | 1.6 | -6.6 | -4.6 | 11.9 | -10.1 | 0.9 | -1.9 | 4.8 | 9.1
Cc1ccc(S(=O)(=O)N2CCC(C(=O)OCC(=O)N3CCCCC3C)CC2)cc1C (centres undefined) | -1.6 | -23.5 | 3.7 | -1.6 | -3.5 | -1.5 | -3.5 | 1.1 | 0.2 | 3.2 | -2.1
CC(C)CC1(C(=O)NCc2ccccn2)C=CCN1C(=O)c1ccccc1 (centres undefined) | 1.9 | 4.6 | 0.5 | 10.3 | -5.3 | 4.5 | 2.5 | 2.7 | -0.8 | -25.2 | 4.5
CS(=O)(=O)N1CCC(C(=O)NCCN2CCN(Cc3ccccc3)CC2)CC1 | 1.6 | -9.2 | 2.9 | 5.5 | -4.4 | 11.1 | 13.3 | -3.0 | -2.0 | -9.3 | 6.5
O=[N+]([O-])c1ccc(S(=O)(=O)NCC(c2cccnc2)N2CCc3ccccc32)cc1 (centres undefined) | 3.1 | x | 1.2 | -2.1 | -1.4 | -12.7 | 21.5 | -0.6 | 2.4 | 13.7 | -8.5
CCOc1ccc(CN2CCN(CC(O)Cn3c4ccccc4c4ccccc43)CC2)cc1 (centres undefined) | -0.4 | 22.7 | 1.3 | -1.0 | 5.3 | -6.6 | 21.7 | 2.9 | 1.2 | 2.7 | 10.2
COc1ccccc1Nc1ncccc1C(=O)NCc1ccccc1 | 1.7 | -0.7 | 0.7 | 0.4 | 2.7 | 4.5 | 8.0 | 0.3 | -0.8 | 6.0 | -2.2
O=C(CSc1nncs1)NNC(=O)c1ccco1 | -0.6 | 15.2 | 0.9 | -6.8 | -6.5 | 6.2 | -22.0 | -1.3 | -1.2 | -23.5 | 1.3
O=C(OCCN=C1NS(=O)(=O)c2ccccc21)c1ccccc1F | -0.2 | 36.9 | 1.2 | -7.0 | 5.0 | 5.2 | -2.8 | 0.3 | -0.8 | -2.4 | -3.3
Cc1c(NS(=O)(=O)c2ccc(Br)cc2)c(=O)n(-c2ccccc2)n1C | -0.2 | 4.8 | 1.9 | -5.9 | -2.7 | 24.5 | 2.9 | 1.2 | -5.3 | -7.8 | 4.0
Cc1cc(C)n(-c2nncn2NC(=O)c2ccc(Cl)cc2O)n1 | 2.0 | 4.0 | 0.7 | -4.4 | 0.7 | 20.9 | 7.9 | -1.0 | -4.3 | -8.9 | 10.2
Fc1ccc(Oc2ncccn2)c(F)c1 | 4.7 | 31.5 | 0.3 | -9.8 | -5.4 | -3.8 | 12.0 | 1.5 | 0.5 | -2.1 | 4.0
Nc1nonc1C(=O)OCC(=O)N1CCCCC1 | 2.7 | 34.1 | 3.5 | 0.2 | -13.0 | 4.0 | -14.1 | -0.4 | -0.9 | -24.6 | -5.2
Oc1c(CN2CCCC(C(F)(F)F)C2)cc(Cl)c2ccccc12 (centres undefined) | 3.6 | 15.8 | 0.2 | 28.1 | -3.7 | -26.3 | 60.6 | -2.3 | 5.5 | -36.7 | -8.0
COc1cccc(C2CC(c3cccs3)=NN2C(=O)CSC2=NN3CCCC(=O)N=C3S2)c1OC (centres undefined) | 4.8 | 9.6 | -1.1 | 5.5 | -16.1 | 14.0 | 9.8 | -1.6 | -2.5 | -0.2 | -3.9
O=C(Nc1ccc(CN2CCCCC2)cc1)c1cccc(F)c1 | 4.1 | 11.4 | -0.9 | 8.1 | -5.6 | 2.5 | 164.2 | 2.5 | -0.5 | -3.9 | -0.1
Cc1ccc(NC(=O)COC(=O)CCc2c(C)nc3nc(N)nn3c2C)cc1C | 1.2 | 1.5 | -0.5 | 0.9 | 11.2 | 17.2 | -9.1 | -0.2 | -4.0 | -2.9 | 1.8
COC(=O)CN1C(=O)[C@H]2[C@@H](c3ccc(C)o3)N3C(=O)CN(Cc4ccccc4)C(=O)[C@@]3(Cc3ccccc3)[C@H]2C1=O | 0.0 | 14.4 | 1.1 | 0.4 | -5.7 | -29.4 | -5.1 | -1.4 | 5.4 | 22.0 | 0.1
O=C(OCc1cccc2ccccc12)c1ccc2c(=O)[nH]c(CN3CCOCC3)nc2c1 | 4.0 | x | x | -4.9 | 4.4 | 7.6 | x | x | -1.3 | -15.1 | 4.4
COc1ccc(CC(=O)Nc2ccc3c(c2)CCC3)cc1S(=O)(=O)N1CCOCC1 | 3.0 | -0.6 | 1.2 | 5.6 | -7.6 | 8.7 | -4.7 | -1.6 | -1.6 | 3.8 | -6.4
Cc1ccc(C)c(C(=O)COC(=O)c2cc([N+](=O)[O-])ccc2N2CCOCC2)c1 | 3.7 | x | 0.3 | 10.0 | -5.0 | 18.5 | x | 0.8 | -3.6 | -4.2 | -7.0
C=Cc1ccc(Cn2c(=O)n(C)c(=O)c3sccc32)cc1 | 0.1 | 2.2 | 2.5 | 9.9 | -11.3 | -2.2 | -26.8 | 0.9 | 0.5 | 10.4 | -5.3
CCCCN1C(N)=NC[C@@H]1c1ccccc1 | 2.5 | -12.7 | 5.5 | -4.4 | -4.9 | 14.2 | 52.0 | 1.0 | -2.4 | 3.5 | -17.9
CC(Sc1nnc(-c2cccnc2)o1)C(=O)NC1CCCCC1 (centres undefined) | -0.6 | -10.3 | 0.9 | 5.6 | 4.6 | 10.9 | 2.2 | -0.9 | -2.5 | 3.0 | -11.4
COc1ccc(Br)cc1CN(C)C(=O)CNC(=O)c1ccc2ccccc2c1 | 1.3 | 11.2 | 3.4 | 7.3 | -10.3 | -8.9 | 8.1 | -0.8 | 1.1 | -15.5 | 1.8
COC(CN(C)C(=O)C1CCC(CNS(=O)(=O)c2ccc(C)cc2)CC1)OC (centres undefined) | 1.4 | -16.9 | 0.6 | -0.5 | -11.7 | 10.1 | -2.0 | -0.8 | -2.1 | -17.6 | -11.1
CN(Cc1ccccc1)CC(O)COc1ccc(CNCc2cccnc2)cc1 (centres undefined) | 3.2 | 3.4 | -1.0 | -1.4 | -0.1 | 9.2 | 75.5 | -1.8 | -1.7 | -7.6 | 8.2
CC(C)CN(C(=O)CCNC(=O)c1ccccc1Cl)C1CCS(=O)(=O)C1 (centres undefined) | 2.6 | x | 0.9 | 4.1 | -12.2 | 7.7 | 5.1 | -2.1 | -2.0 | -3.0 | -0.9
COc1ccc(C)cc1NCc1ccc(OC)c(C)c1OC | 1.0 | -7.8 | 2.0 | -0.4 | 2.2 | -12.6 | 19.8 | 0.3 | 2.6 | -6.3 | 3.9
Cn1nc(C(=O)NC2=NCCS2)ccc1=O | 2.2 | 3.9 | 1.4 | 2.8 | 1.4 | 2.3 | -2.4 | -0.1 | -0.6 | -3.5 | -1.0
CC1(C)Cc2c(sc3c2C(=O)N(c2ccccc2)C2=NCCN23)CS1 | 2.4 | -14.8 | 3.4 | -4.2 | 4.9 | 15.8 | -9.8 | 2.8 | -2.8 | -3.4 | 11.0
COc1ccc(CNC(=O)/C=C/c2ccco2)cc1OC | -1.5 | -11.3 | 0.8 | -6.9 | 2.2 | 11.5 | 23.4 | 0.8 | -2.3 | -1.8 | 0.8
O=C(/C=C/c1ccccc1)NNc1ccc(Cl)cc1 | -3.0 | 35.8 | 1.2 | 7.6 | 0.5 | 30.9* | 200.3 | 0.3 | -6.0 | 13.9 | -0.3
O=C(CSc1nnc(-c2ccccc2Cl)o1)N1CCOCC1 | 2.1 | -0.9 | -1.7 | 3.3 | 12.0 | -5.7 | -0.7 | -1.4 | 0.7 | 4.3 | -0.2
CCn1c(SCC(=O)NC2CCCC2)nc2c1c(=O)n(C)c(=O)n2C | 2.5 | -6.8 | 4.1 | -7.2 | -0.7 | 0.9 | -2.8 | 1.8 | -0.1 | 4.9 | -1.5
CCCCC(=O)Nc1cccc(C(=O)Nc2ccccc2C(=O)O)c1 | 6.8 | 11.6 | -0.7 | 1.7 | 0.3 | 10.8 | 0.3 | 1.8 | -1.9 | -2.9 | 5.2
COc1ccc(CN2CCNC(=O)C2CC(=O)NC2CCCC2)c(OC)c1 (centres undefined) | 5.8 | 20.3 | -2.7 | -2.6 | 0.0 | -5.1 | 0.0 | -3.9 | 1.0 | -5.8 | -1.8
COc1ccc(OC(=O)c2ccc(Cl)cc2)c(C(C)=O)c1 | 2.7 | 6.9 | 4.4 | -0.8 | 9.0 | 10.2 | 407.5* | 3.3 | -1.8 | 9.2 | 14.3
CC(Oc1ccc(-c2ccccc2)cc1)C(=O)N/N=C/c1cccnc1 (centres undefined) | -0.4 | -9.4 | 1.8 | 0.5 | 8.5 | 6.2 | 5.3 | -2.7 | -1.0 | -12.0 | 7.9
CCC(CNc1cc(OC)cc2cccnc12)NC1CCCCC1 (centres undefined) | 3.7 | 12.1 | 0.2 | -7.7 | 1.2 | -36.2 | 18.1 | -2.0 | 7.1 | -16.3 | 2.3
C/C(=N\Nc1nc(C)cc(-c2ccccc2)n1)c1ccc(C)o1 | -1.1 | -28.1 | -2.5 | -1.7 | -0.1 | -1.0 | -9.4 | -1.7 | 0.2 | -24.1 | 0.6
CCCCC(=O)Nc1cccc(-c2nc3ncccc3o2)c1 | 3.5 | x | 2.6 | -1.9 | -3.7 | 16.0 | 1.6 | 1.2 | -3.1 | 0.0 | 2.6
CC(C)[C@H](NC(=O)OCc1ccccc1)C(=O)OCC(=O)N1C(C)CCCC1C (some centres undefined) | 2.9 | -6.3 | x | -6.9 | 1.8 | -2.5 | x | x | 0.5 | -7.7 | -4.2
Clc1ccc(Br)cc1-c1nc(-c2ccncc2)no1 | 2.7 | 1.6 | 0.4 | 1.1 | 5.7 | 1.6 | 85.4 | 1.3 | -0.3 | 5.9 | -5.2
COc1ccc(-c2cc(C(=O)N(C)Cc3ccccc3F)c3ccccc3n2)cc1OC | 0.4 | 8.5 | -0.1 | 10.6 | -9.5 | -1.0 | -21.6 | -1.4 | 0.2 | -2.8 | -2.8

Among those listed so far, three contain bromine:
SMILES | phage Ecoli inh | PfHsp90 yeast 2 | AddAB inh | Tat transport | PKA-R1A act | MOR-DOR inv ag | Mot1-301 SUMO | Ecoli viability | OPRM1-OPRD1 ag | HTR5A inv ag | PKA-R2B activ
Cc1c(NS(=O)(=O)c2ccc(Br)cc2)c(=O)n(-c2ccccc2)n1C | -0.2 | 4.8 | 1.9 | -5.9 | -2.7 | 24.5 | 2.9 | 1.2 | -5.3 | -7.8 | 4.0
COc1ccc(Br)cc1CN(C)C(=O)CNC(=O)c1ccc2ccccc2c1 | 1.3 | 11.2 | 3.4 | 7.3 | -10.3 | -8.9 | 8.1 | -0.8 | 1.1 | -15.5 | 1.8
Clc1ccc(Br)cc1-c1nc(-c2ccncc2)no1 | 2.7 | 1.6 | 0.4 | 1.1 | 5.7 | 1.6 | 85.4 | 1.3 | -0.3 | 5.9 | -5.2
